# sEH activator: increases human soluble epoxide hydrolase activity; P34913; purified human sEH enzymatic activity, activator screen; activation, % at 2 µM; 0.04% of 91,000 active; in the data active = activation above about 37%; note: values of inactives mirror those of a sister screen read the other way
# HUVEC tox TNFa: HUVEC cytotoxicity counter-screen, TNF alpha stimulated. HUVEC TNFalpha-stimulated, Hoechst cell count, imaging. 0.17% of 93,000 active. cell count reduction, % at 2 µM;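 active = cell count reduction exceeding the screen mean by over 5 SD, scaled to untreated wells per plate, cut at about 78% in these data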;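 note: cells counted after 24 h of TNF alpha exposure following the 1 h pretreatment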
# cytoskel mod: alters cytoskeleton assembly in HUVEC cells; HUVEC TNFa F-actin phalloidin imaging, high content; inhibition, % at 2 µM; 0.18% of 91,000 active; AID 836;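 active = inhibition above the batch mean plus 3 SD and confirmed as a hit by visual image inspection, cut at about 30% in these data, passing the limit was not always enough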; note: strong numbers were not always called active
# ERb coact inh: ER-beta (human) coactivator binding inhibition. inhibition, % at 25.6 µM. 1.3% of 86,000 active. AID 633. TR-FRET ER-beta LBD / SRC1-Cy5 peptide binding; receptor agonist-loaded with 1 µM estradiol;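 active = compounds whose percent inhibition of the receptor-coactivator binding signal exceeds about 50% in the single-dose screen, limit read from the data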;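 note: 0% = receptor plus peptide wells without compound and 100% = peptide-only wells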
# Target sequence (Q92731 whole entry, looked up, the tested form may be a part): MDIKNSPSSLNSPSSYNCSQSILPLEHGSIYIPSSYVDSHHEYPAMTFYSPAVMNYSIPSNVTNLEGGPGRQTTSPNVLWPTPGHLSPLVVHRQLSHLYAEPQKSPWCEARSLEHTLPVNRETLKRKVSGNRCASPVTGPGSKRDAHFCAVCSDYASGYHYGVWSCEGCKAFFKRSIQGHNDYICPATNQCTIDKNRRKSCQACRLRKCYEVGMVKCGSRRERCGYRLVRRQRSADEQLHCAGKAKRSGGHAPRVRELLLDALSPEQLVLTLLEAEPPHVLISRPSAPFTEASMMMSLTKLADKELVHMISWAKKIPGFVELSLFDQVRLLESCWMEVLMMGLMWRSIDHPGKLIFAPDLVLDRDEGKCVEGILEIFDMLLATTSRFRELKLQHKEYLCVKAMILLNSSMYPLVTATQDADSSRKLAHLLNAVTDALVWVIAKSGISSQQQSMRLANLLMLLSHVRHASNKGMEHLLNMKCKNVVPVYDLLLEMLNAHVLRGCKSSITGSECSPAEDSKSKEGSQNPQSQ
# VCAM1 TNFa inh: reduces TNF alpha induced VCAM1 expression in HUVEC; HUVEC TNFa-induced VCAM-1 immunofluorescence, high-content imaging; inhibition, % at 2 µM; 0.48% of 95,000 active; AID 802;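 active = inhibition above the batch mean plus 3 SD, with images confirmed as a hit by eye, cut at about 37% in these data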;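 note: 0% = TNF-stimulated DMSO wells and 100% = unstimulated control wells; not every result past the cut was called active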
# Candida biofilm: kills Candida albicans biofilms; 0.14% of 85,000 active; inhibition, % at 6 µM; C. albicans biofilm + clotrimazole, Alamar Blue;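 active = inhibition above 20%; inactive = inhibition below 20%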;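 note: preformed 24 hr biofilms exposed to compound for 48 hr; 0% = biofilm without compound and 100% = blank killed by clotrimazole plus chlorhexidine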
# IL1B cytotox: toxic to HUVEC cells under IL-1B stimulation; HUVEC cell count loss, Hoechst imaging, IL-1B stimulated; AID 845; cell count reduction, % at 2 µM; 0.41% of 94,000 active;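 active = cell count reduction more than 3 SD above the screen-wide mean, cut at about 70% in these data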;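 note: normalized per plate to untreated control cells as the no-loss baseline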
# sEH inh: soluble epoxide hydrolase (human) inhibition | recombinant human sEH enzymatic activity assay | P34913 | AID 707 | inhibition, % at 2 µM | 0.34% of 91,000 active; in the data active = inhibition above about 80%; note: values of inactives mirror those of a sister screen read the other way; many of its hits are not listed in these tables
# Smad3 inh: blocks human Smad3 binding to FoxH1 peptide | P84022 | TR-FRET Smad3/Dy647-FoxH1 peptide binding, europium anti-His | inhibition, % at 25 µM | 0.29% of 88,000 active | AID 630;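 active = compounds that reduce the energy-transfer binding signal between the protein and its labelled peptide by more than half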;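 note: 0% = Smad3 plus labelled peptide maximal FRET and 100% = peptide-only background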
# Target sequence (P84022 whole entry, looked up): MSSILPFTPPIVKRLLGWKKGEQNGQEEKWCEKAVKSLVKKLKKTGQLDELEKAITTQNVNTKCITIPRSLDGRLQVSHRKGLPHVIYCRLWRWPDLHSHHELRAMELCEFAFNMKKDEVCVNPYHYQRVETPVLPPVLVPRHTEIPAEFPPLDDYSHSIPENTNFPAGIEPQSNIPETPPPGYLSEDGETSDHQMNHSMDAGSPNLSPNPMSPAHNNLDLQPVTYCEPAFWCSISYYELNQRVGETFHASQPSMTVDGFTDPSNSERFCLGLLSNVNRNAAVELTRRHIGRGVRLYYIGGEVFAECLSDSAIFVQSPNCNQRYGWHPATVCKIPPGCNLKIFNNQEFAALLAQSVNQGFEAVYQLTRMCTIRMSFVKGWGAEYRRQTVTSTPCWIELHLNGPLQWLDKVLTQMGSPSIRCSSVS
# Starred values were filed as active, the others as inactive; · = no result given; [ ] = dose if it differs, or a comment. Some of the compounds tested (hit frequency here may not be typical).
molecule,Candida biofilm,ERb coact inh,VCAM1 TNFa inh,sEH activator,sEH inh,HUVEC tox TNFa,cytoskel mod,IL1B cytotox,Smad3 inh
Cc1ccc(-n2nc(C(=O)N/N=C/c3cccc(C(F)(F)F)c3)c3ccccc3c2=O)cc1C,·,·,-0.4,1.4,0.6,0.0,-10.2,-20.7,·
CCc1nnc(NC(=O)c2cc(-c3ccccc3)nn2-c2ccccc2)s1,6.9,-8.8,19.6,·,·,-36.0,9.3,13.9,-26.0
CCCSc1nnc(NC(=O)c2nc(SC)ncc2Cl)s1,0.7,-11.7,-10.6,-12.8,12.3,-16.3,-12.2,3.2,6.4
O=C1N2CCSC2=NC1(NS(=O)(=O)c1ccccc1)C(F)(F)F (stereo unspecified),-1.9,-0.4,0.3,-3.6,5.2,-6.5,18.6,-37.0,-11.6
O=C(O)CCNS(=O)(=O)c1ccc(Oc2ccccc2)cc1,6.5,1.0,-3.7,-3.0,2.3,-1.2,-34.1,-65.1,5.7
O=C1CC(c2ccccc2)N1c1ccccc1 (stereo unspecified),·,·,6.8,-0.2,-2.6,-5.3,·,-20.9,·
O=C(c1ccccc1)c1cn[nH]c1-c1ccccc1O,7.5,-1.2,22.8,3.3,-6.2,35.3,·,-7.4,0.5
O=C(CSc1nnc(-c2ccccn2)n1-c1ccc(Cl)cc1)Nc1ccc2c(c1)OCO2,8.9,0.7,-14.4,-10.1,12.1,-15.2,13.6,-2.2,9.8
COC(=O)CSc1nc2cc(C)cc(C)c2cc1C#N,2.6,10.1[fluorescence artefact?],-9.4,8.8,-4.5,-19.3,1.9,-14.7,-10.7
N#Cc1ccc(NC(=O)N2CCC(c3nc4c(nnn4Cc4cccc(Cl)c4)c(=O)[nH]3)CC2)cc1,3.4,4.9[fluorescence artefact?],-0.5,1.5,-3.0,12.3,-56.4,18.9,8.3

# Two entries from above, as labelled records.
smiles: CCCSc1nnc(NC(=O)c2nc(SC)ncc2Cl)s1
  Candida biofilm = 0.7; ERb coact inh = -11.7; VCAM1 TNFa inh = -10.6; sEH activator = -12.8; sEH inh = 12.3; HUVEC tox TNFa = -16.3; cytoskel mod = -12.2; IL1B cytotox = 3.2; Smad3 inh = 6.4
smiles: O=C1N2CCSC2=NC1(NS(=O)(=O)c1ccccc1)C(F)(F)F (stereo unspecified)
  Candida biofilm = -1.9; ERb coact inh = -0.4; VCAM1 TNFa inh = 0.3; sEH activator = -3.6; sEH inh = 5.2; HUVEC tox TNFa = -6.5; cytoskel mod = 18.6; IL1B cytotox = -37.0; Smad3 inh = -11.6

# Further entries follow.
molecule,Candida biofilm,ERb coact inh,VCAM1 TNFa inh,sEH activator,sEH inh,HUVEC tox TNFa,cytoskel mod,IL1B cytotox,Smad3 inh
CCCC(=O)Nc1ccc2nc(SCC(=O)Nc3ccc(N4CCOCC4)c(Cl)c3)sc2c1,·,·,17.0,-48.9,48.8,-27.1,11.1,·,·
COC(=O)c1cc(OC)c(OC)cc1NC(=O)CCCCCN1C(=O)CCC1=O,1.6,4.2,2.7,10.1,-12.8,-11.9,-5.0,-5.2,-3.1
O=C(Nc1ccc2c(c1)OCCO2)c1cc2sccc2n1Cc1ccc(F)cc1,8.0,-6.2,9.0,4.7,-6.3,4.7,-8.1,-4.8,15.1
COC(=O)c1scc(C)c1NC(=O)C1CCCCC1,8.3,-11.7,14.0,11.2,-9.8,-8.5,-30.2,·,-2.7
CN(C(=O)Nc1ccc(Cl)cc1)c1c2c(nn1C)CCCC2,·,·,1.0,12.1,-14.9,-4.5,15.6,-5.3,·
COc1ccc(C2SCC(C(=O)O)N2C(C)=O)cc1 (stereo unspecified),·,·,11.1,-1.7,2.5,-0.5,11.1,2.0,·
CCn1c(=O)c2ccccc2n2c(SCC(=O)N3CCc4ccccc4C3)nnc12,·,·,-5.2,6.5,-8.6,5.9,-3.2,-13.4,·
Cc1ccc(NC(=O)N(Cc2cc3cc(C)cc(C)c3[nH]c2=O)CC2COCCO2)cc1 (stereo unspecified),4.2,-1.9,2.2,9.8,-11.2,-36.4,18.7,23.7,4.7
Cc1cc(C)n(CCOC(=O)c2sc3ccccc3c2Cl)n1,3.5,-8.4,13.1,2.5,0.5,5.7,-38.1,-21.0,4.7
Cn1c(C(=O)NCCCN2CCCCCC2)cc2c(=O)n(C)c3ccccc3c21,5.4,0.7,8.7,8.1,-8.2,11.6,-8.1,21.5,5.5
Cn1nnc2cc(C(=O)NC3CC3)ccc21,8.3,-4.3,-4.3,3.5,-5.3,-7.2,-4.8,-8.6,1.7
COCC(=O)Nc1ccc(S(=O)(=O)Nc2ncccn2)cc1,·,·,13.4,8.3,-7.5,-4.0,-12.9,-18.9,·
O=C(N1CCOCC1)N1CCC(n2nnc3cc(F)ccc32)CC1,7.0,-1.6,23.5,8.9,-7.4,-5.0,-10.0,-6.8,9.9
CC1(C)CC(=O)C(C=NC2CCCCC2)=C(O)C1,7.1,-9.9,0.3,15.4,-14.9,-23.4,-15.4,-13.1,4.5
Cc1cccc(C)c1OCCCCCNCCO,3.6,6.2,-14.5,-3.4,3.6,-19.8,0.0,·,6.1
O=C(NCc1cccnc1)c1cccnc1-c1nc2ccccc2s1,9.6,47.5[fluorescence artefact?],2.2,-2.6,2.9,-6.9,-13.4,-3.2,4.8
Cc1c(C(=O)Nc2ccc(F)cc2)oc2ccc(S(=O)(=O)N3CC(C)CC(C)C3)cc12 (stereo unspecified),0.4,-2.2,-21.1,-6.4,3.7,-12.2,-4.4,·,8.3
COC(=O)c1ccccc1NC(=O)C1CCCC1,7.3,-5.0,-38.7,3.3,0.3,0.4,4.4,-19.5,13.8
CCOC(=O)COc1cc2c3c(c(=O)oc2cc1C)CCCC3,10.9,-11.6,-9.3,0.8,1.8,1.2,16.8,-66.7,7.3
CCCCN(C)C(=O)c1cn(CC)c2nc(C)ccc2c1=O,1.4,-2.7,-8.8,28.6,-25.0,-2.2,7.9,-8.1,1.0
CCCC(=O)NC(Nc1ccccc1OC)C(Cl)(Cl)Cl (stereo unspecified),·,·,-1.0,-3.9,6.5,3.4,-10.2,-2.7,·
O=C(Nc1cccnc1)Nc1ccc(F)c(Cl)c1,4.8,-7.6[fluorescence artefact?],5.6,-24.3,26.3,-13.3,16.7,-14.8,1.5
Cc1cc(OCC(=O)Nc2ccc3oc(-c4ccncc4)nc3c2)ccc1Cl,10.7,35.9,10.8,-36.8,35.6,-16.8,-5.4,-63.8,-12.2
Cc1ccc(Cl)cc1N1CCN(S(=O)(=O)c2ccc3c(c2)OCCO3)CC1,9.6,-4.4,5.7,4.2,-5.6,-12.5,-9.9,13.0,2.0
CC1CCCc2sc3nc(NCc4ccco4)n4ncnc4c3c21 (stereo unspecified),1.2,9.9,0.7,-2.9,6.5,17.7,-52.5,8.9,-2.5
CC(C)(C)NC(=S)NCc1cccnc1,·,·,-1.4,-5.5,7.7,3.2,23.7,-16.7,·
COc1ccc(-c2cnc(N)n2CC2CCCO2)cc1 (stereo unspecified),1.0,2.1,-12.2,18.8,-16.8,-38.2,20.9,-25.0,3.2
Cn1cnc(S(=O)(=O)N2CCc3ccccc32)c1,10.7,6.2,3.9,4.2,-3.7,-6.8,·,-4.9,18.0[fluorescence artefact?]
CCOC(=O)C1CCN(C(c2cc3ccc(C)c(C)c3[nH]c2=O)c2nnnn2C2CCCCC2)CC1 (stereo unspecified),-2.5,28.3[fluorescence artefact?],4.1,7.4,-7.8,-7.3,-46.0,24.3,2.8
O=C(COc1cccc2ccccc12)NNC(=O)C1CCCO1 (stereo unspecified),·,·,-1.9,1.4,1.3,-4.4,13.9,-5.2,·
CC(C)C(=O)N1C2CCC1CC(O)(c1ccc(F)cc1)C2 (stereo unspecified),-1.0,-17.6[fluorescence artefact?],7.7,-10.9,10.8,-14.0,17.2,2.5,10.2
COc1ccccc1NC(=O)C(=O)N/N=C(\C)CC(=O)Nc1ccc(OCc2ccccc2)cc1,·,·,-1.1,-0.8,3.5,-0.3,-31.2,5.6,·
Cc1ccc(Cn2nnc3c(=O)[nH]c(C4CCN(S(=O)(=O)c5ccccc5)CC4)nc32)cc1,·,·,-8.3,·,·,-11.6,7.5,10.1,·
O=C(O)CSc1c[nH]c2ccccc12,9.1,-1.6,-11.2,4.3,-1.5,·,-9.6,0.9,13.3[fluorescence artefact?]
Cc1cccc(N/C=C/C(=C(C#N)C#N)N(C)C)c1,·,·,14.4,8.9,-6.5,-2.7,-41.3,-4.9,·
CC1=CC(=O)C=C(C)C1=NOC(=O)c1cccc([N+](=O)[O-])c1,86.3*,3.5,1.9,13.2,-16.3,-1.1,1.4,-26.9,10.1
COc1ccc(-n2c(=O)c3c4c(sc3n3c(C)nnc23)CC(C)CC4)cc1 (stereo unspecified),11.1,2.8,15.5,5.2,-1.9,-11.3,-0.6,-74.8,-0.7
CCOc1cccc(SCc2noc(C(=O)NCCOC)c2C(=O)O)c1,·,·,9.8,-5.7,6.8,-6.9,6.4,13.5,·
O=C(NCC1CCN(c2ccc(S(=O)(=O)N3CCOCC3)cc2)CC1)c1cccc(Cl)c1,-0.3,0.1[fluorescence artefact?],-3.0,-41.9,38.5,-14.3,37.0,4.6,-2.5
CC(C)(CO)NCc1ccccc1OCC(=O)Nc1ccccc1,6.7,-5.8,20.2,1.1,-1.0,-18.0,5.3,-14.9,0.8
CCCNC(=O)C(Cc1ccccc1)NS(=O)(=O)c1cccc2nsnc12 (stereo unspecified),6.8,7.3[fluorescence artefact?],-9.2,1.1,0.8,-20.0,·,-41.5,2.2
CCC(C)NCCOCCOc1ccccc1-c1ccccc1 (stereo unspecified),·,·,-20.4,17.1,-17.0,-28.4,16.4,-30.8,·
CN(CC(=O)Nc1ccccc1Cl)C(=O)COC(=O)CNC(=O)c1ccc(Br)o1,3.4,16.1,-0.3,0.3,0.0,4.7,-16.4,-7.5,11.5[fluorescence artefact?]
Cc1csc(NC(=O)CSc2nnc(CCNC(=O)c3cccs3)n2C)n1,4.3,12.7,16.3,-6.4,3.1,4.2,-3.9,88.8*,7.1
Cc1ccc(S(=O)(=O)N(C)Cc2nc(-c3ccncc3)no2)cc1,2.6,2.5,-11.4,1.8,-4.3,-49.5,5.9,-7.2,7.5
Cc1ccc(/C=N/N2C(=S)SC(C)(C)C2N(O)C(=O)Nc2ccc([N+](=O)[O-])cc2)cc1 (stereo unspecified),3.7,-2.7,-12.1,-6.8,10.1,-11.2,1.7,0.7,-5.3
CCCC(=O)NC(NC(=S)Nc1c(C)n(C)n(-c2ccccc2)c1=O)C(Cl)(Cl)Cl (stereo unspecified),·,·,-4.0,4.3,-2.0,-12.4,15.7,6.7,·
CC1Cc2ccccc2N1C(=O)c1cnc2sccn2c1=O (stereo unspecified),0.6,24.8[fluorescence artefact?],2.5,-1.4,3.6,-5.8,3.1,-48.6,-16.8[fluorescence artefact?]
Fc1ccccc1-c1nnc2c3ccccc3nc(N3CCOCC3)n12,·,·,21.1,-5.7,3.1,-20.8,-18.8,-94.9,·
COc1cc2nc(CN(C)Cc3nc4ccccc4c(=O)[nH]3)[nH]c(=O)c2cc1OC,·,·,13.6,-6.2,5.9,-20.7,-1.0,-1.4,·

# (further entries)
molecule,Candida biofilm,ERb coact inh,VCAM1 TNFa inh,sEH activator,sEH inh,HUVEC tox TNFa,cytoskel mod,IL1B cytotox,Smad3 inh
CCCCOc1ccc(/C=N/NC(=S)Nc2cc(C)ccc2C)cc1,·,·,0.0,5.6,-5.9,-12.9,-3.8,-15.3,·
CCN(CC)C(=O)CSc1nc2ccccc2c(=O)n1OC,8.9,-1.9[fluorescence artefact?],10.3,·,·,-17.0,4.5,-26.4,1.3
Cn1ncc(C#N)c1/N=C/N1CCCC1,-1.8,-10.6,1.9,7.4,-10.6,-12.4,6.1,-1.9,12.0
Nc1nc(C23CC4CC(CC(C4)C2)C3)cs1,-1.4,8.0,7.1,15.2,-13.0,-2.6,-6.6,36.2,-2.5
COc1ccc(N(CC(=O)Nc2cccc(N(C)S(C)(=O)=O)c2)S(C)(=O)=O)cc1OC,2.3,-5.9,10.9,3.2,1.8,-3.4,-5.4,-11.8,-1.5

# Screening data deposited in PubChem BioAssay by several laboratories.
